From PubChem BioAssay
LmPK inh: inhibitors of Leishmania mexicana pyruvate kinase; Q27686; purified LmPK, Kinase-Glo ATP luminescence, 1 h; Potency, µM (highest dose often 57.5 µM), for the others: at the highest dose activity change, negative = inhibition, actives largely listed as inhibitors; 290,000 compounds, 0.37% hits; AID 1721; also: potency is read from the fitted curve at half-maximal effect; % is scaled to controls: 0 for no effect and ±100 for the full control effect
Target sequence (Q27686 whole entry, looked up): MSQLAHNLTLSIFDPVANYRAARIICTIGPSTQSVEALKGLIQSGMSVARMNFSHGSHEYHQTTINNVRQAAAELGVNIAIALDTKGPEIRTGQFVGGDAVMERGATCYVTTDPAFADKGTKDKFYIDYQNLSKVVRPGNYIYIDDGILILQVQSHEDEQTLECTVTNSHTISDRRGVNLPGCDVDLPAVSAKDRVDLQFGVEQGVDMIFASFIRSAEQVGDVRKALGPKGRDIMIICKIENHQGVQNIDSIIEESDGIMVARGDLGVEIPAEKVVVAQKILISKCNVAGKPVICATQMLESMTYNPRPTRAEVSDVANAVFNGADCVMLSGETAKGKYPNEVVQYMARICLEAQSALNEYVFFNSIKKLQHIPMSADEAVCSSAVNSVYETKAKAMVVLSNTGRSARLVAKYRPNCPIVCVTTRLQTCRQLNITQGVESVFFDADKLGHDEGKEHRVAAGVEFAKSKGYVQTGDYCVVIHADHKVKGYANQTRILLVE
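In 50 mM imidazole pH 7.2 with 7 mM MgCl2, LmPK (0.1 nM) turned over PEP (0.5 mM) and ADP (0.1 mM) for 1 h at room temperature. Luciferase read-out of ATP.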
Shiga inhibitor: blocks Shiga toxin action in Vero cells; inhibition, % at 38.7 µM; 290,000 compounds, 9.2% hits; AID 2315; Vero cells, Shiga toxin protein synthesis inhibition reporter; in the data active = inhibition mostly above about 28%, no sharp cut-off; inactive = mostly below about 43%; also: 0% is about no effect
Cycloheximide cs: counter-screen hit for Shiga toxin inhibitors, cycloheximide; max response, %; AID 2314; cell reporter, cycloheximide protein synthesis inhibition counterscreen; 300,000 compounds, 12% hits; in the data active = max response mostly above about 13%, no sharp cut-off; inactive = mostly below about 14%; also: read at 38.3 µM for the half of the compounds with a filed dose; 0% is about no effect
Tb PYK inh: blocks Trypanosoma brucei pyruvate kinase; 410,000 compounds, 0.12% hits; AID 624173; Potency, µM (series often up to 76.8 µM), for the others: top-dose activity, negative = inhibition, most hits filed as inhibitors; Q57TT1; TbPYK enzyme, Kinase-Glo Plus ATP luminescence, 45 min; also: potency is read from the fitted curve at half-maximal effect; % is scaled to controls: 0 for no effect and ±100 for the full control effect; nearly all actives have a fitted effect of over 50% in size
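Glycolytic pyruvate kinase of T. brucei was incubated with substrate, test compound and 130 uM ADP for 45 minutes at room temperature. Luminescent Kinase-Glo Plus signal was measured after 10 minutes.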
Pf growth 48h: inhibits P. falciparum growth in the first generation, 48 h; Potency, µM (top dose mostly 28.7 µM), without a hit: at the highest dose activity change, negative = inhibition, hits mostly inhibitors; AID 504832; P. falciparum luciferase growth in erythrocytes, 48 h; 310,000 compounds, 5.9% hits; also: potency is read from the fitted curve at half-maximal effect; % is scaled to controls: 0 for no effect and ±100 for the full control effect
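Compounds are pin-transferred into medium, infected erythrocytes (2% hematocrit, 0.1% parasitemia final) are added, and plates sit one parasite generation at 37 C in 5% CO2. Detection reagent is then added and luminescence measured.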
Pf growth 96h: P. falciparum growth inhibition at 96 hour, primary screen for plastid delayed-death inhibitors; P. falciparum luciferase reporter growth, 96 h; Potency, µM (doses to about 28.7 µM), for inactives: top-dose activity change, negative = inhibition, most hits filed as inhibitors; 320,000 compounds, 6.9% hits; AID 504834; also: potency is read from the fitted curve at half-maximal effect; % is scaled to controls: 0 for no effect and ±100 for the full control effect
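P. falciparum expressing integrated firefly luciferase grown in erythrocytes (2% hematocrit, 0.05% parasitemia final) with compounds for 96 hours at 37 C, 5% CO2. Growth inhibition read as loss of luminescence after adding luciferase detection reagent.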
AmpC inh no detg: blocks E. coli AmpC beta-lactamase in detergent-free assay; P00811; 330,000 compounds, 0.52% hits; AID 485341; Potency, µM (top dose mostly 57.1 µM), for inactives: at the top dose activity change, negative = inhibition, actives largely listed as inhibitors; AmpC nitrocefin hydrolysis, absorbance 480 nm, 0.0001% Triton;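 also: potency is read from the fitted curve at half-maximal effect; plate controls were no compound for no effect and no enzyme for full effect; nearly all actives have a fitted effect of over 20% in size; some results filed as inactive show a strong effect at the top dose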
Target sequence (P00811 whole entry, looked up): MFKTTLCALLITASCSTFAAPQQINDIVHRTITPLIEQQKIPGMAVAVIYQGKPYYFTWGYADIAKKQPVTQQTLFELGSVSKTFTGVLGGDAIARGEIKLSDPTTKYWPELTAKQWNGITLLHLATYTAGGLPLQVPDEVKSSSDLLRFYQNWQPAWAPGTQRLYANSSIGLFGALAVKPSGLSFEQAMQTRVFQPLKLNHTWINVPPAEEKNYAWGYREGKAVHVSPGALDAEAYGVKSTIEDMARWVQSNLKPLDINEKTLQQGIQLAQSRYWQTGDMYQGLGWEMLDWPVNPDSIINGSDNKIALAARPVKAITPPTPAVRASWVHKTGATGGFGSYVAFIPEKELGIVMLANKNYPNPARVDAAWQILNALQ
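20 mM phosphate pH 7.0 + 0.01% (detergent screen) or 0.0001% Triton X-100; 5.3 nM AmpC reagent; cpd preinc 15 min RT; nitrocefin (800 uM stock) to start; A480 q20 s × 4 min; Activity was normalised to no-enzyme and no-compound control wells.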
The depositor's hits bear a star; ? = inconclusive; · = not tested or not shown; & = joins results of further samples; [ ] = remark or other dose. Unless noted, calls follow the shape of the dose curve; as a rule, active = well fitted curve in the direction sought with a large enough effect; inconclusive = small, poorly fitted or top-dose-only effect, or another doubt; inactive = no such curve, though single readings can be large; an effect the other way counts as inactive or inconclusive.

SMILES	LmPK inh	Shiga inhibitor	Cycloheximide cs	Tb PYK inh	Pf growth 48h	Pf growth 96h	AmpC inh no detg
Cc1ccc(C)c(S(=O)(=O)N2CCN(C(=O)CN3C(=O)NC(C)(C)C3=O)CC2)c1	·	·	·	4%	-3%	24%	0%
FC(F)(F)c1cccc(N2CCN(Cc3ccoc3)CC2)c1	-2%	16	7	48%[activator]	16%	·	-7%
COc1ccc(-c2ccc(SCC(=O)N3c4ccccc4CC3C)nn2)cc1OC (stereo not given)	-2%	-2	-2	1%	-30%	?	109%[activator]
CC(c1ccccc1)n1cncc1C(=O)N1CCCC1=O (stereo not given)	1%	-10	2	-1%	-8%	8%	-13%
COc1cccc(CN(C)CC(=O)NC(=O)NCc2ccco2)c1	5%	-3	-2	1%	-2%	22%	-15%
CCOc1ccc(N/C=C/C(=O)c2ccc3ccccc3c2)c([N+](=O)[O-])c1	-6%	34	15	-5%	77%[activator]	40%[activator]	-10%
O=c1nc2scc(-c3ccccc3)n2c2ccccc12	2%	19	0	0%	2%	-27%	-16%
CC(=O)NCCn1c(SCC(=O)NCc2ccco2)nc2ccccc2c1=O	1%	-15	-1	-3%	6%	4.7µM*	-11%
Cc1cccc(C2Nc3ccccc3C(=O)N2CCc2ccccc2)n1 (stereo not given)	-4%	27	22	-22%	19%	51%[activator]	-25%
O=C(N=C1SC2CS(=O)(=O)CC2N1c1ccc(OC(F)(F)F)cc1)C1CC1 (stereo not given)	2%	17	13	4%	-14%	8%	-1%
CC1CCN(Cc2c(C(=O)N3CCc4ccccc4C3)nc3ccc(Cl)cn23)CC1	1%	14	3	3%	?	?	102%[activator]
CC(C)NC(=O)c1ccc(CNC(=O)OCC(F)(F)F)cc1	-8%	-8	-3	-1%	·	0%	0%
COc1ccc(OCC(=O)N2CCN(C(=O)COc3ccccc3)CC2)cc1	0%	-2	-5	4%	-15%	·	1%
O=C(CCNC(=O)c1ccc(Cl)cc1)Nc1ccccc1N1CCCC1	·	·	·	2%	?	?	-5%
Cc1ccnc2nc(C(=O)OCC(=O)c3c[nH]c4ccccc34)nn12	2%	-9	-3	1%	63%[activator]	31%[activator]	-35%
CCOc1cc(C=C2C(=O)c3ccccc3C2=O)ccc1OCC(=O)Nc1ccc(C)cc1	4%	1	8	-1%	?	?	-9%
COc1ccc(-c2noc(COc3ccc(Cl)c(C)c3)n2)cc1	8%	26*	9	-1%	29%	42%[activator]	2%
CSCC(=O)NS(=O)(=O)c1ccc(C)cc1	3%	-4	7	1%	18%	-7%	14%
CC1CCCCN1C(=O)c1cccc(NC2=C(Cl)C(=O)N(Cc3ccccc3)C2=O)c1 (stereo not given)	·	·	·	0%	?	?	8%
Cc1ccc(-c2cc(C(F)(F)F)n3ncc(C(=O)N4CCCCC4c4cccnc4)c3n2)cc1 (stereo not given)	5%[11.5 µM]	-4	-2	-2%	1.7µM*	?	0%
CC1CCCC(C)N1C(=O)CSc1nnc(-c2c[nH]c3ccccc23)o1 (stereo not given)	5%	30	19	1%	?	8%	22%
COC(=O)c1c(NC(=O)CN2C(=O)NC3(CCC(C(C)(C)C)CC3)C2=O)sc2c1CCCCC2 (stereo not given)	4%	8	-2	-2%	17%	68%[activator]	-35%
COc1ccc(N2CCN(CC(O)COc3cc(C)cc(C)c3)CC2)cc1 (stereo not given)	2%	-6	-1	2%	·	0%	54%
Cc1c(NC(=O)c2ccc3ncccc3c2)c(=O)n(-c2ccccc2)n1C	-4%	-24	-4	-13%	19%	27%	-8%
CC(=O)c1cc2c(cc1NC(=O)CN1CCCCC1C)OCO2 (stereo not given)	-8%	-7	-9	6%	·	1%	-17%
O=C(OCCN1C(=O)c2cccc3c(N4CCOCC4)ccc(c23)C1=O)c1ccc(Cl)cc1Cl	0%	-11	-7	2%	?	?	-27%
Cc1ccccc1-n1c(O)c(/C=N/c2nccs2)c(=O)[nH]c1=O	2%&-2%	-18&-15	-6&7	1%&-5%	17%&0%	0%&32%	-18%&-29%
CCOC(=O)N1CCC(NC(=O)CS(=O)(=O)Cc2nc(-c3ccc(OC)cc3)oc2C)CC1	5%	15	-2	-30%	17%	6%	145%[activator]
CC1CCC(NC(=O)CCS(=O)(=O)c2ccc3c(c2)CCN3C(=O)C2CC2)CC1 (stereo not given)	6%	-7	-1	2%	-8%	72%[activator]	8%
Cc1cc(-c2n[nH]c(=S)n2-c2ccccc2)nn1C	-27%	-12	0	-22%	15%	30%	1%

For convenience, some entries already given:
SMILES	LmPK inh	Shiga inhibitor	Cycloheximide cs	Tb PYK inh	Pf growth 48h	Pf growth 96h	AmpC inh no detg
Cc1ccc(-c2cc(C(F)(F)F)n3ncc(C(=O)N4CCCCC4c4cccnc4)c3n2)cc1 (stereo not given)	5%[11.5 µM]	-4	-2	-2%	1.7µM*	?	0%
CC1CCCC(C)N1C(=O)CSc1nnc(-c2c[nH]c3ccccc23)o1 (stereo not given)	5%	30	19	1%	?	8%	22%
COC(=O)c1c(NC(=O)CN2C(=O)NC3(CCC(C(C)(C)C)CC3)C2=O)sc2c1CCCCC2 (stereo not given)	4%	8	-2	-2%	17%	68%[activator]	-35%

Going on with the list.
SMILES	LmPK inh	Shiga inhibitor	Cycloheximide cs	Tb PYK inh	Pf growth 48h	Pf growth 96h	AmpC inh no detg
Cc1cc(C)cc(NC(=O)CSc2ncc(S(=O)(=O)c3ccccc3)c(=O)[nH]2)c1	-3%	-5	-6	·	1%	7%	-38%
Cc1ccc(Nc2ccc([N+](=O)[O-])nc2[N+](=O)[O-])cc1	-2%	-2	22*	-13%	?	?	-15%
Cc1ccc2nc(SC(C(=O)c3ccccc3)c3ccccc3)nc(C)c2c1 (stereo not given)	-2%	-2	-2	-2%	-3%	-8%	-20%
Nc1ccc(C(=O)c2cccs2)cc1	0%	36	11	-1%	43%[activator]	18%	-19%
COc1ccc(Cn2c(-c3ccc(OC)cc3)nc3c(c(=O)c4ccccc4n3C)c2=O)cc1	2%	-3	-3	·	12µM*	9.3µM*	-27%
CN1C(=O)CSc2ccc(NC(=O)N3CCOCC3)cc21	5%	-10	-2	-1%	-23%	-1%	-13%
CCCCN1C(=O)C(O)=C(C(C)=O)C1c1ccccc1 (stereo not given)	4%	-10	-3	0%	·	·	-15%
O=C(CSCc1ccc(Cl)cc1)Nc1cc([N+](=O)[O-])ccc1O	2%	46*	16	6%	?	26%	-50%
O=C(NCCCn1ccnc1)c1ccc(F)cc1	2%	-3	-2	3%	67%[activator]	-9%	-11%
O=C1C(Cl)=C(N2CCCCC2)C(=O)C(Cl)=C1c1cnc(N2CCCCC2)s1	20µM*	13	-3	?	10µM*	-6%	-52%

Sorted by formula weight (lowest first): some entries from above.
SMILES	LmPK inh	Shiga inhibitor	Cycloheximide cs	Tb PYK inh	Pf growth 48h	Pf growth 96h	AmpC inh no detg
Nc1ccc(C(=O)c2cccs2)cc1	0%	36	11	-1%	43%[activator]	18%	-19%
O=C(NCCCn1ccnc1)c1ccc(F)cc1	2%	-3	-2	3%	67%[activator]	-9%	-11%
Cc1ccc(Nc2ccc([N+](=O)[O-])nc2[N+](=O)[O-])cc1	-2%	-2	22*	-13%	?	?	-15%
Cc1ccc2nc(SC(C(=O)c3ccccc3)c3ccccc3)nc(C)c2c1 (stereo not given)	-2%	-2	-2	-2%	-3%	-8%	-20%
O=C1C(Cl)=C(N2CCCCC2)C(=O)C(Cl)=C1c1cnc(N2CCCCC2)s1	20µM*	13	-3	?	10µM*	-6%	-52%

Further compounds follow.
SMILES	LmPK inh	Shiga inhibitor	Cycloheximide cs	Tb PYK inh	Pf growth 48h	Pf growth 96h	AmpC inh no detg
CC1CCCCC1NC(=O)CN1C(=O)NC(Cc2ccccc2)(Cc2ccccc2)C1=O (stereo not given)	-2%	-22	-2	8%	-8%	·	-11%
CCN(CC)C(=O)CSC1=Nc2ccccc2C2=NC(Cc3c[nH]c4ccccc34)C(=O)N12 (stereo not given)	-3%	14	9	1%	?	104%[activator]	14%
COc1ccc(S(=O)(=O)Nc2ccccc2C(=O)N2CCOCC2)cc1C	1%	41	2	0%	6%	0%	1%
CCCCCCNC(=O)CNC(=S)N(Cc1cccs1)C1CCCCC1	0%	-3	-1	-15%	?	?	27%
Cc1ccc(C(C)C)cc1S(=O)(=O)NCc1cccnc1	-1%	11	-4	0%	-15%	?	-2%
CCCOC(=O)NC1CCS(=O)(=O)C1 (stereo not given)	1%	-23	1	1%	2%	20%	-31%
CCCCSP1(=S)NCCCO1 (stereo not given)	-8%	-19	-4	4%	9%	26%	-18%
CC(C)c1nc2oc3c(N(C)CCO)ncnc3c2c2c1CCC2	4%	-2	-2	-6%	?	0.83µM*	15%
O=c1[nH]c(=O)n(CCC2=CCCCC2)c(O)c1C=Nc1cccc(F)c1	1%	-18	8	3%	15%	54%[activator]	-8%
CCn1c2ccccc2c2nn(C)c(=N)nc21	-12%	-12	-3	1%	?	·	-11%
Cc1ccc(N(CC(=O)NCC(O)c2ccccc2)S(=O)(=O)c2ccc(C)cc2)cc1 (stereo not given)	-4%	-4	-4	1%	-30%	2%	18%
CCOC(=O)C1(C(=O)OCC)CC1c1ccccc1 (stereo not given)	-3%	19	-2	-11%	-10%	24%	4.5µM*
CC(C)CNC(=O)C(=O)NCc1ccccc1	3%	16	-2	-10%	25%	-25%	-22%
COc1ccc(NC(=O)N2CCc3ccccc3C2)cc1OC	0%	9	9	-6%	-2%	?	-5%
O=C(CSC1=NCCS1)NC(c1ccccc1)c1ccccc1	7%	-3	-3	9%	-27%	-10%	-27%
O=C(O)Cc1ccc(NC(=O)C2CC=CCC2C(=O)O)cc1 (stereo not given)	4%	-10	-3	·	·	243%[activator]	-14%

Five records drawn at random from those above, as already listed:
SMILES	LmPK inh	Shiga inhibitor	Cycloheximide cs	Tb PYK inh	Pf growth 48h	Pf growth 96h	AmpC inh no detg
COc1cccc(CN(C)CC(=O)NC(=O)NCc2ccco2)c1	5%	-3	-2	1%	-2%	22%	-15%
O=C(N=C1SC2CS(=O)(=O)CC2N1c1ccc(OC(F)(F)F)cc1)C1CC1 (stereo not given)	2%	17	13	4%	-14%	8%	-1%
COc1ccc(-c2noc(COc3ccc(Cl)c(C)c3)n2)cc1	8%	26*	9	-1%	29%	42%[activator]	2%
Cc1ccc(C(C)C)cc1S(=O)(=O)NCc1cccnc1	-1%	11	-4	0%	-15%	?	-2%
COc1ccc(Cn2c(-c3ccc(OC)cc3)nc3c(c(=O)c4ccccc4n3C)c2=O)cc1	2%	-3	-3	·	12µM*	9.3µM*	-27%

No enrichment for hits; about 22% have a hit in one of these screens.
